Bioassay records as filed in PubChem.
SIRT5 inh: SIRT5 desuccinylase inhibitors, primary screen, biochemical, fluorescence imaging, single point, set 5. hit rate 1.1% among 330,000. Purified SirT5, succinyl-peptide AMC, trypsin-coupled fluorescence. inhibition, % at 15 µM. NAD-dependent protein deacylase sirtuin-5, mitochondrial (Homo sapiens), Q9NXA8; in the data active means inhibition above about 15%; inconclusive means no clear call, values can overlap the other calls
Target sequence (Q9NXA8 whole entry, looked up): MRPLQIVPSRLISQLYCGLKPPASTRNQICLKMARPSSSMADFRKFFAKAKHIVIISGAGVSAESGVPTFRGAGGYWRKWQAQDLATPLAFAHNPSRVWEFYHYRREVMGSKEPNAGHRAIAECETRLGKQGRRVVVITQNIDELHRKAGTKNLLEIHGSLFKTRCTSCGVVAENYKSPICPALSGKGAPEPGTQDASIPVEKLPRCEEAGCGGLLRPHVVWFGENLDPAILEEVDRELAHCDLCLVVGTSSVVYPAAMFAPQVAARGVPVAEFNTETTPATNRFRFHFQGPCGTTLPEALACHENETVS
CASP6 VEID inh: human caspase-6 inhibitors, primary screen, biochemical, VEID-R110 fluorescence, single point, set 2. purified caspase-6, Z-VEID-R110 cleavage fluorescence. P55212. inhibition, % at 12.5 µM. hit rate 0.53% among 350,000;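 active means mean inhibition across replicates at least about 35%, with every replicate also reaching that limit, limit read from the data; inconclusive means only one of the two criteria met; inactive means neither criterion met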;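 further: 0% = median of neutral control wells and 100% = no fluorescence left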
Target sequence (P55212 24-179 limits assumed): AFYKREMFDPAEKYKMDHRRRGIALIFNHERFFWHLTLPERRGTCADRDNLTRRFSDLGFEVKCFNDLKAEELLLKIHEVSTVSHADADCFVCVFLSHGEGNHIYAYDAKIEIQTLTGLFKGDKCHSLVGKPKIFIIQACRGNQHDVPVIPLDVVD
Target sequence (P55212 194-293 limits assumed): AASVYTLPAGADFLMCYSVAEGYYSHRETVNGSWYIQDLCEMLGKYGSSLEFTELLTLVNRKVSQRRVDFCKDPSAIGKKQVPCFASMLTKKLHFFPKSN
ERAP1 inh: human ERAP1 aminopeptidase inhibitors, primary screen, biochemical, single point, plate reader | AID 652197, 2013 | inhibition, % at 10.7 µM | recombinant ERAP1, Leu-AMC fluorescence, 60 min | hit rate 0.15% among 340,000;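 active means mean replicate inhibition of at least 30%, or all replicates individually reaching that 30% level; inactive means mean below 30% and not every replicate reaching it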;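 further: 0% = neutral control wells and 100% = L-leucinethiol positive control wells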
ERp5 inh: inhibitors of ERp5-driven insulin aggregation, primary screen, biochemical, turbidity, absorbance 650 nm, single point; AID 651711, 2012; inhibition, % at 9.99 µM; 90 min; Protein disulfide-isomerase A6 (Homo sapiens), Q15084; hit rate 0.05% among 350,000;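 active means mean replicate inhibition above about 25%, with every replicate also reaching it, limit read from the data, passing the limit was not always enough; inconclusive means only one of those two criteria met; inactive means neither criterion met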
Target sequence (Q15084 whole entry, looked up): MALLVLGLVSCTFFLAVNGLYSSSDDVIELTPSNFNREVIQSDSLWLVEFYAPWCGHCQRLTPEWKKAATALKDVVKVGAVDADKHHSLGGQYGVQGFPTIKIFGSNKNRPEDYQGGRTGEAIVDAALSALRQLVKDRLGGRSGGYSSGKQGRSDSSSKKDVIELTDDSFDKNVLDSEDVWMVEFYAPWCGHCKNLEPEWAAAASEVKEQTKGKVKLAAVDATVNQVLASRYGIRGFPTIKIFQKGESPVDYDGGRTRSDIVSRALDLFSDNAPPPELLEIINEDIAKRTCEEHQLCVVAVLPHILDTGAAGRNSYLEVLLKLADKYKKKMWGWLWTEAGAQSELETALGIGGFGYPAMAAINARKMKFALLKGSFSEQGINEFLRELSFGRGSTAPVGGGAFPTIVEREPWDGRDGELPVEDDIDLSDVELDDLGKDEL
miR-122 sensor: miR-122 Renilla sensor signal increase in Huh7, primary screen, miR-122 inhibitor project, cell-based, single point, plate reader | Huh7 miR-122 Renilla luciferase sensor, 48 h; neutral wells = 0, positive control = 100 | activation (reporter increase), % at 12.5 µM | hit rate 0.3% among 340,000 | AID 602342, 2012;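 active means mean replicate activation score at least 90 and every replicate individually at or above 90; inconclusive means only one of the two criteria met; inactive means neither criterion met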;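 further: higher luciferase means less miR-122 activity so hits act as miR-122 inhibitors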
DENV2 CPE rescue: inhibitors of DENV2 cytopathic effect, primary screen, cell-based, plate reader, single concentration | CPE inhibition, % at 9.99 µM | hit rate 1.7% among 350,000 | DENV2-infected cells, cytopathic effect rescue | AID 651640, 2012; in the data active means CPE inhibition above about 20%, passing the limit was not always enough; inconclusive means no clear call, values can overlap the other calls; tested in BHK-21 cells;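 further: 0% = median of neutral control wells and 100% = median of positive control wells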
CFTR F508del cor: F508del CFTR correction, initial screen, CFBE line, single point. CFBE cells, YFP halide quenching; stimulated with forskolin plus potentiator P3; % fluorescence drop versus neutral controls. activity (quench increase), % at 7.58 µM. hit rate 0.36% among 350,000. AID 720511, 2013;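 active means mean added fluorescence quench of at least 8% versus neutral control, with both replicates also reaching 8%; inconclusive means only one of the mean or replicate conditions met; inactive means mean below 8% and not both replicates reaching 8%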;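 further: cells transiently co-express mutant CFTR-F508del with the halide-sensitive YFP; corrector assay measuring rescue of mutant channel to the surface after 24 h compound exposure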
Active calls of the source: *; ? = inconclusive; . = no result given; [ ] = remark or other dose.

SIRT5 inh	CASP6 VEID inh	ERAP1 inh	ERp5 inh	miR-122 sensor	DENV2 CPE rescue	CFTR F508del cor	mol
3	3	0	2	-1	-4	4.0	CC(C)NC(=O)NC(=O)CSc1nnc(COc2ccccc2F)n1C(C)C1CC2CCC1C2 (stereo not drawn)
-1	0	3	3	-12	-7	1.2	O=C(NC1CCCCC1)N1CCC(n2c(=O)[nH]c3ccccc32)CC1
-4	2	-3	5	-9	-2	-1.7	Cn1nc(-c2ccc(Cl)cc2)cc1NC(=O)CC(C)(C)CC(=O)O
-4	-4	5	-6	.	-11	-0.9	COc1ccc([N+](=O)[O-])cc1NC1CCN(C(=O)c2cccs2)CC1
.	-1	5	-4	6	-2	1.2	COc1ncccc1-c1cc2nc(NCCNC(C)=O)n(C)c(=O)c2s1
2	2	-3	-2	6[16.7 µM]	-25	9.7*	C[C@H](CO)N1C[C@H](C)[C@H](CN(C)C(=O)NC2CCCC2)Oc2cc(C#Cc3ccc(F)cc3)ccc2S1(=O)=O
8	2	-2	1	-1	13	0.6	Cc1nc([N+](=O)[O-])cn1CC(=O)c1ccc(Cl)cc1
-4	-2	0	2	-2	-5	-3.9	COc1cccc2cc(CC(=O)c3ccccc3)c(=O)oc12
0	-1	1	-1	.	-5	.	COc1cc(OC)cc(-c2n[nH]c(=S)n2-c2ccc3c(c2)OCO3)c1
0	.	-3	5	0	-3	2.1	O=c1ccc(-c2ccc(S(=O)(=O)Nc3ccccc3)o2)n[nH]1
.	0	-2	-6	5	-2	-3.3	O=C(O)c1ccc(NS(=O)(=O)c2cccc3cccnc23)cc1
0	0	2	.	.	-5	1.8	COc1cccc(S(=O)(=O)N[C@@H]2C=C[C@H](CC(=O)NC3Cc4ccccc4C3)O[C@@H]2CO)c1
-2	4	6	1	-3	2	2.0	CCc1ccccc1NC(=O)C1CCCN1C(=O)NCc1ccccc1 (stereo not drawn)
1	1	1	4	.	-2	-1.4	Cc1ccccc1C(=O)N1CCN(c2ccc(NC(=O)c3ccco3)cc2)CC1
2	9	-8	-55	.	-5	0.8	CCc1nnc(NS(=O)(=O)c2ccc(NC(=O)c3cc(Cl)ccc3Cl)cc2)s1
0	0	-3	-4	.	0	.	COc1ccc(CCCC(=O)Nc2ccccc2F)cc1
0	-2	-2	-5	0[16.7 µM]	-6	1.2	C[C@H](CO)N1C[C@H](C)[C@@H](CN(C)C)Oc2ccc(NC(=O)Nc3ccc(F)cc3)cc2CC1=O
6	72*	1	1	19	5	-2.8	CCc1cccc(NC(=O)CCS(=O)(=O)c2ccc(Br)cc2)c1
-5	-2	0	-5	-3	-4	0.2	Cc1ccc(C(=O)N2CCN(c3ccccc3)CC2)cc1C
-1	-2	0	-6	-2[16.7 µM]	11	-6.1	Cc1noc(C)c1S(=O)(=O)Nc1ccc2c(c1)CC(=O)N([C@H](C)CO)C[C@@H](C)[C@@H](CN(C)Cc1ccc3c(c1)OCO3)O2
4	2	5	3	.	15	2.2	C[C@H](CO)N1C[C@H](C)[C@@H](CN(C)Cc2cccc(O)c2)OCc2ccccc2-c2c(n(C)c3ccccc23)C1=O
-3	4	0	3	.	19	0.6	O=C(C1CC(=O)N(c2ccc(F)cc2)C1)N1CCC(c2nc3ccccc3[nH]2)CC1 (stereo not drawn)
.	3	.	2	.	-11	5.0	Cc1c(C(=O)NCc2cccc(Cl)c2)sc(=O)n1Cc1cccc(F)c1
-2	6	1	1	.	?	-2.2	CC1(C)C(=O)Nc2ccccc2N1C(=O)Cn1ncc(Cl)c(Cl)c1=O
-4	-1	-7	-9	.	2	1.3	COc1ccccc1CN1Cc2ccccc2Oc2ccccc2S1(=O)=O

CFTR F508del cor: entries above that show a hit.
SIRT5 inh	CASP6 VEID inh	ERAP1 inh	ERp5 inh	miR-122 sensor	DENV2 CPE rescue	CFTR F508del cor	mol
2	2	-3	-2	6[16.7 µM]	-25	9.7*	C[C@H](CO)N1C[C@H](C)[C@H](CN(C)C(=O)NC2CCCC2)Oc2cc(C#Cc3ccc(F)cc3)ccc2S1(=O)=O

Further compounds follow.
SIRT5 inh	CASP6 VEID inh	ERAP1 inh	ERp5 inh	miR-122 sensor	DENV2 CPE rescue	CFTR F508del cor	mol
-1	5	19	4	-4	2	-11	CN(C)CC1CCCCC1OC(=O)/C=C/c1ccc(Cl)cc1Cl (stereo not drawn)
0	-3	-2	4	.	6	1.1	Cc1noc(C)c1NC(=O)N[C@@H]1C=C[C@@H](CC(=O)N2CCCCC2)O[C@@H]1CO
-2	3	2	1	.	1	0.2	COc1ccc(/C=C(\C#N)C(=O)Nc2cccc(C)n2)cc1
-2	-1	-2	-3	.	5	-0.9	CC(=O)N1CCN(Cc2nc3cc(NC(=O)NC4CCCCC4)ccc3n2C)CC1
0	17	0	1	-1	0	1.4	CCN(CC)C(=O)Oc1ccc2c(c1)O/C(=C\c1ccco1)C2=O
-2	5	-2	12	-3[16.7 µM]	0	0.0	Cc1noc(C)c1S(=O)(=O)Nc1ccc2c(c1)C(=O)N([C@@H](C)CO)C[C@H](C)[C@@H](CN(C)C(=O)Nc1cccc3ccccc13)O2
3	2	0	-1	.	-3	1.7	COc1cccc(N2CCN(c3nc(C)cc(C)c3C#N)CC2)c1
-5	-3	4	0	.	-6	1.1	Brc1ccc(CSc2ccc(-c3ccco3)nn2)cc1
4	-1	3	-2	-1[16.7 µM]	3	2.5	C[C@@H]1CN([C@H](C)CO)C(=O)c2cccc(NC(=O)Nc3cccc4ccccc34)c2O[C@@H]1CN(C)Cc1ccc2c(c1)OCO2
10	-2	4	-1	0[16.7 µM]	-9	1.0	COc1cccc(CN2[C@@H]3CN(C(=O)c4cccnc4)c4ccccc4[C@@H]3[C@@H]2CO)c1
-2	-5	2	-5	.	-3	0.0	CN1CCN(c2ccc(S(=O)(=O)N3CCCCC3)cc2NC(=O)c2ccc(C#N)cc2)CC1
1	3	1	3	-3	?	1.9	CCOc1ccc(S(=O)(=O)N2CCC(C(=O)NCC(=O)Nc3cccc(Cl)c3C)CC2)cc1
.	.	.	.	-4[16.7 µM]	3	0.5	CN1C(=O)c2cc(NC(=O)c3ccc(F)c(F)c3)ccc2OC[C@@H]2O[C@@H](CC(=O)O)CC[C@@H]21
-4	-3	0	-3	-4	3	-1.9	CC1CCCCC12NC(=O)N(CC(=O)NCCc1ccc(S(N)(=O)=O)cc1)C2=O (stereo not drawn)
-4	0	-1	2	-10[16.7 µM]	?	0.0	C[C@H]1CCCCO[C@H](CN(C)Cc2ccc(C(F)(F)F)cc2)[C@@H](C)CN([C@@H](C)CO)C(=O)c2cc(NC(=O)CCCN(C)C)ccc2O1
-2	-4	1	?	-13	4	.	O=C(Cn1cc(C(F)(F)F)cc(Cl)c1=O)Nc1cc(S(=O)(=O)N2CCOCC2)ccc1Cl
0	0	4	1	.	-9	.	COc1ccc(N(C(C)C(=O)N/N=C/c2cccnc2)S(C)(=O)=O)cc1 (stereo not drawn)
-1	-1	1	4	.	-6	-1.3	CO[C@@H]1CN(C)C(=O)c2cc(NC(=O)c3ccccc3F)ccc2OC[C@H](C)N(C(=O)c2ccccc2F)C[C@@H]1C
3	0	0	0	-7[16.7 µM]	0	-0.7	O=C(Nc1ccc(F)cc1)N1CCCCN2[C@H](CO)[C@H](c3ccc(-c4ccncc4)cc3)[C@@H]2C1
-9	-1	1	0	6	0	0.3	CC(C)CC(=O)Nc1cccc(-c2nc3ncccc3o2)c1
-5	1	-1	-2	-1[16.7 µM]	-1	0.4	COc1ccc(-c2cnc3c(c2)C(=O)N([C@H](C)CO)C[C@H](C)[C@H](CN(C)Cc2ccncc2)O3)cc1
-3	0	-7	-2	3[16.7 µM]	-6	-1.7	C[C@@H]1CCCCO[C@@H](CN(C)CC2CC2)[C@@H](C)CN([C@H](C)CO)C(=O)c2cc(NS(=O)(=O)c3cn(C)cn3)ccc2O1
.	0	3	6	-4	-6	0.7	CCC1=C(c2cc(OC)c(OC)c(OC)c2)C2(CCCC2)C(=O)O1
2	0	0	16	2	3	-0.6	Cc1ccc2cc3cc(C(=O)NC4CCCCC4)oc3nc2c1
.	-1	0	-1	.	0	3.1	CCCCCCCCN1C(=O)[C@H](CC(=O)NCCC(C)C)C[C@@]2(C(=O)OCC)CCC=C12
-1	4	3	4	.	.	2.0	CCOCCCNC(=S)NCCCNc1nc2c(C)cc(C)cc2cc1C#N
.	3	.	-1	.	10	-1.2	CC[C@@]1(C(=O)OC)N[C@H](CN(C)C(=O)COc2ccccc2)[C@@H]2C(=O)N(Cc3ccccc3)C(=O)[C@@H]21
0	4	4	-1	-7	-9	-0.8	O=C(NNC1=NCCCCC1)Nc1cccc(Cl)c1
-1	-1	-1	1	-5	-10	2.2	COc1ccc(Cl)cc1NC(=O)CN(C)C(=O)c1cc(=O)c2ccccc2o1
-5	2	2	1	-8	12	-0.6	Cc1ccccc1NC(=O)N1CCNC(=O)C1CC(=O)Nc1cc(Cl)ccc1Cl (stereo not drawn)
-9	1	6	3	5	5	0.0	COc1ccc(CCNC(=O)Cn2nnc(C(=O)Nc3ccc(Br)cc3)c2N)cc1OC
-4	2	-1	21	-8	11	2.6	N#C/C(=C/c1cccnc1)c1ccccc1
14	-7	1	-6	8	-4	-3.5	CC(=O)c1ccc(NC(=S)NCc2cccnc2)cc1
-9	-3	-1	-6	-2	1	0.4	CNC(=O)Cn1c(C)cc(=O)c2cccc(OC)c21
1	1	0	1	-4	-5	-0.8	COc1ccc(OC)c(S(=O)(=O)N2CCC(C(=O)Nc3ccccc3)CC2)c1
-1	8	1	8	.	-9	1.5	COc1ccc(C(=O)Nc2nnc(C3=COCCO3)o2)cc1
10	-1	-1	-2	-1[16.7 µM]	-4	-0.8	COc1ccc(S(=O)(=O)N(C)C[C@H]2Oc3cc(C4=CCCC4)ccc3S(=O)(=O)N([C@H](C)CO)C[C@@H]2C)cc1
-3	-1	-1	7	-5	4	-1.6	CC(=O)c1cccn1S(=O)(=O)c1ccccc1
3	1	0	2	-5[16.7 µM]	12	3.6	C[C@H]1CN([C@@H](C)CO)C(=O)c2cccc(NC(=O)Nc3ccc(F)cc3)c2O[C@H]1CN(C)Cc1ccc(-c2ccccc2)cc1
0	3	-4	6	.	-2	6.9	O=C(NC(=S)NNC(=O)c1cnccn1)c1ccc(F)cc1
-2	-1	1	1	1	-4	-0.5	O=C(NC(=O)N1CCCCCC1)c1ccc(Cl)cc1
2	1	1	-3	-5[16.7 µM]	12	-0.8	CN1[C@@H]2c3ccc(-c4ccc(F)cc4)c(=O)n3C[C@@H]2[C@@H](CO)[C@@H]1C(=O)NCC1CC1
5	1	3	2	7[16.7 µM]	-2	-2.7	C[C@@H]1CN([C@@H](C)CO)C(=O)c2cc(NC(=O)Nc3ccc4c(c3)OCO4)ccc2O[C@@H](C)CCCCO[C@@H]1CN(C)C(=O)Nc1ccccc1
0	.	-9	3	.	2	0.6	Cc1cc(C)cc(NC(=O)C(NCCN2CCOCC2)c2ccccc2)c1 (stereo not drawn)
-5	-1	-1	3	3	-1	1.6	COC(=O)C1=C(N)OC2=C(C(=O)CC(C)(C)C2)C1c1cc2c(cc1Cl)OCO2 (stereo not drawn)
-5	4	9	-1	-1	19	0.4	COc1ccc(-c2nc3ccc(C)cn3c2Cc2ccccc2)cc1OC
3	1	-1	-2	-5	-7	-0.3	O=C(NCC(=O)N1CCN(C(=O)c2ccco2)CC1)c1ccc(Cl)cc1
4	1	-1	-2	2	-4	-3.2	COC(=O)CN(c1cccc(C(C)=O)c1)S(C)(=O)=O
-4	1	1	-1	-12	-1	-1.4	Cc1cc(C(=O)NNC(=O)CN2C(=O)NC3(CCCCC3)C2=O)c(C)o1
0	-4	-2	-1	-4	-7	1.0	Cc1cccc(NC(=O)C(C)C(=O)c2ccccc2)c1 (stereo not drawn)
-3	1	-2	-3	-1	-1	5.3	Cc1[nH]n(C)c(=O)c1C(=O)c1c(-c2c(Cl)cccc2Cl)noc1C

Hits appear at their usual frequency; overall some 4% were active at least once.
